PhoP inhibition: inhibitors of PhoP regulon expression, primary screen, Salmonella Typhimurium, GFP reporter (AID 1863); S. Typhimurium PhoP-regulated promoter GFP reporter, 4 h; higher % means a stronger effect; one-dose inhibition, % at 50 µM; IC50 in µM for titrated hits; 300,000 tested, 0.16% active;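 active = inhibition over 29.93%, a cutoff 3 SD above the screen mean, later confirmed by dose response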;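 also: 0% = low Mg2+ inducing control and 100% = high Mg2+ repressing control; strong numbers were not always called active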
KOR beta-arrestin-1: KOR antagonists, beta-arrestin recruitment, cell-based, luminescence, uHTS (AID 1778); Kappa-type opioid receptor (Homo sapiens); KOR beta-arrestin recruitment, luminescence, antagonist mode; higher % means a stronger effect; inhibition, % at 10 µM, or IC50 in µM where a hit was titrated; 290,000 tested, 0.091% active; in the data active = inhibition above about 50%; also: strong numbers were not always called active
GPR35 arrestin U2OS: GPR35 antagonists blocking zaprinast-driven arrestin recruitment, primary screen, imaging, U2OS, beta-arrestin-GFP, zaprinast agonist (AID 2058). U2OS GPR35 beta-arrestin-GFP translocation imaging, zaprinast antagonism; higher % means a stronger effect. G-protein coupled receptor 35 (Homo sapiens). 290,000 tested, 0.052% active. inhibition, % at 10 µM, or IC50 in µM where a hit was titrated;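 active = inhibition of at least 50% with at least 30 cells and total cytoplasm GFP at most 10,000,000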
GPR55 beta-arrestin: GPR55 agonists via beta-arrestin recruitment, primary screen, imaging, U2OS cells, beta-arrestin-GFP redistribution (AID 1961) | G-protein coupled receptor 55 (Homo sapiens) | U2OS GPR55 beta-arrestin-GFP redistribution imaging; higher % means a stronger effect | one-dose activation, % at 10 µM; EC50 in µM for titrated hits | 290,000 tested, 0.048% active;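 active = activation above 40% with more than 50 cells counted in the well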;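 also: U2OS osteosarcoma cells stably expressing GPR55 and beta-arrestin-GFP; plate controls were DMSO negative control for no effect and LPI positive control for full effect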
West Nile virus CPE: West Nile virus antiviral activity, cell-based, CPE readout (AID 1621). West Nile virus-infected cells, CPE inhibition; higher % means a stronger effect. CPE inhibition, % at 10 µM, or IC50 in µM where a hit was titrated. 290,000 tested, 0.02% active; in the data active = a potency from the dose series; also: strong numbers were not always called active
KOR beta-arrestin-2: KOR agonists, beta-arrestin recruitment, primary screen, cell-based, luminescence, uHTS (AID 1777). KOR beta-arrestin recruitment, luminescence; higher % means a stronger effect. activation, % at 10 µM, or EC50 in µM where a hit was titrated. 280,000 tested, 0.02% active; in the data active = activation above about 50%, passing the limit was not always enough; also: a part of the inactive calls stands beside numbers as strong as those of hits
NTR1 agonist: agonists of NTR1, primary screen, imaging, U2OS cells, beta-arrestin-GFP, high content (AID 493036); Neurotensin receptor type 1 (Homo sapiens), P30989; NTR1-U2OS beta-arrestin-GFP spot imaging, agonist mode; activation, % at 20 µM; 330,000 tested, 0.17% active;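 active = activation at or above 40% of the spot to cytoplasm intensity ratio, with at least 20 cells analyzed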;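 also: 0% = DMSO without peptide and 100% = 100 nM NTR1 peptide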
Target sequence (P30989 whole entry, looked up): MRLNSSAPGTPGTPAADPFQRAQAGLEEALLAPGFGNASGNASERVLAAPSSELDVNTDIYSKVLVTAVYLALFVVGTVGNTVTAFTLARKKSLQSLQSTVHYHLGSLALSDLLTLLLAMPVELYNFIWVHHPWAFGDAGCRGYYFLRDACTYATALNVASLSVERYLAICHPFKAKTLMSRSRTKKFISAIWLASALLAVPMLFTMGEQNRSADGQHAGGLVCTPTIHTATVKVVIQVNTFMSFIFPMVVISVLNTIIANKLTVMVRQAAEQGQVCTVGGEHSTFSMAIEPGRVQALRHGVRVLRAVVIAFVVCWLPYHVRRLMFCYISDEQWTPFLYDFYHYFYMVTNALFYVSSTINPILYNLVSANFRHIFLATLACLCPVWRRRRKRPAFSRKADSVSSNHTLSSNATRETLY
T cell HTS: modulators of CD8 T cell-vesicle binding, primary screen, mouse 2C CD8+ T cells, flow cytometry; 2C CD8+ T cell-vesicle binding; hits give low values; calls only at 7 µM; 330,000 tested, 0.068% active;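 active = response, share of CD8 T cells binding vesicles, and their 90th percentile fluorescence all below set limits, cut at about 80% in these data, passing the limit was not always enough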
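Material: 2C TCR transgenic mouse naive CD8+ T cells, MACS-purified. Also added: QL9-charged Drosophila Ld/ICAM-1/B7-1 vesicles. Timing: binding 1.5 h at 37 °C. Measured by: high-throughput flow cytometry with anti-B7-1 and anti-CD8 staining. Read-out: percent CD8+ FL2 mean versus row control. Controls: Unloaded micro-vesicles (low), QL9 vesicles with 0.7% DMSO (high).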
GPR55 LPI antagonism: GPR55 antagonists blocking LPI-driven arrestin recruitment, primary screen, imaging, U2OS, beta-arrestin-GFP, LPI agonist (AID 2013) | 290,000 tested, 0.13% active | G-protein coupled receptor 55 (Homo sapiens) | U2OS GPR55 beta-arrestin-GFP translocation imaging, LPI antagonism; higher % means a stronger effect | inhibition, % at 10 µM; hits with a dose series show IC50 in µM;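 active = spots per cell inhibited over 60%, with over 100 cells counted and total cytoplasm intensity under 500,000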;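 also: U2OS cells stably carrying GPR55 and arrestin-GFP stimulated by 5 µM LPI near EC80; imaged beta-arrestin-GFP aggregate spots per cell after agonist stimulation; plate controls were LPI-stimulated DMSO wells for no effect and DMSO wells without LPI for full effect; some results filed as inactive read as strong as hits; confirmed hits need IC50 under 10 µM and bright autofluorescent wells are also inconclusive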
T cell HTS vesicle-bound %: recorded beside T cell HTS, whose call it bears; double positive events, %; measured here: CD8+ vesicle-bound cell fraction;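 binding gate set so that unloaded-vesicle control wells show 10% double positive cells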
NTR1 agonist cell count 20 µM: further read-out of NTR1 agonist, marked with its call; cell count; measured here: cell count, cytotoxicity flag
* hit, by the source's call; i = inactive; x = not tested or not shown; [ ] = another dose, or the depositor's remark.

The opening 7 entries, to show the layout:
SMILES | PhoP inhibition | KOR beta-arrestin-1 | GPR35 arrestin U2OS | GPR55 beta-arrestin | West Nile virus CPE | KOR beta-arrestin-2 | NTR1 agonist | NTR1 agonist cell count 20 µM | T cell HTS | T cell HTS vesicle-bound % | GPR55 LPI antagonism
O=C(Nc1ccccc1F)Nc1cc(S(=O)(=O)N2CCOCC2)ccc1N1CCCC1 | 10% | -31% | -4% | -0.4% | 0.5% | 0.0% | 2.3 | 49 | i | 43 | -15%
COc1ccc(CNc2ncc(-c3ccccc3)n2C)c2ccccc12 | -5% | -50%[20 µM] | -4% | 0.3% | -1.7% | 3.1% | 1.9 | 56 | i | 56 | 4%
Cc1cccc2cc(CN(Cc3cccs3)S(=O)(=O)c3ccc4c(c3)OCCO4)c(=O)[nH]c12 | -1% | -8% | 4% | -0.2% | 0.2% | 2.2% | 3.5 | 38 | i | 46 | -4%
CCC1SC2=NC(C)=C(C(=O)OCC(C)C)C(/C=C/c3ccccc3OC)N2C1=O (centres undefined) | -15% | -1% | -6% | 0.2% | -0.9% | 0.9% | 5.2 | 85 | i | 30 | -15%
Cc1ccc2cc(C)c(SCC(=O)NCC3CCCO3)nc2c1 (centres undefined) | 6% | 5% | 6% | -0.3% | -0.3% | -2.6% | -1.6 | 57 | i | 24 | 51%
COC(=O)c1ccccc1NC(=O)CSc1nc2c(c(=O)[nH]1)CCC2 | -8% | -7% | -1% | -0.1% | 2.3% | -5.9% | -1.7 | 57 | i | 8 | 2%
CC(C)c1ccccc1NC(=O)COC(=O)CCN1C(=O)/C(=C\C=C\c2ccccc2)SC1=S | -1% | 16% | 6% | -0.2% | -0.5% | -6.2% | 0.8 | 87 | i | 49 | 12%

The whole of this part (from the top)
SMILES | PhoP inhibition | KOR beta-arrestin-1 | GPR35 arrestin U2OS | GPR55 beta-arrestin | West Nile virus CPE | KOR beta-arrestin-2 | NTR1 agonist | NTR1 agonist cell count 20 µM | T cell HTS | T cell HTS vesicle-bound % | GPR55 LPI antagonism
O=C(Nc1ccccc1F)Nc1cc(S(=O)(=O)N2CCOCC2)ccc1N1CCCC1 | 10% | -31% | -4% | -0.4% | 0.5% | 0.0% | 2.3 | 49 | i | 43 | -15%
COc1ccc(CNc2ncc(-c3ccccc3)n2C)c2ccccc12 | -5% | -50%[20 µM] | -4% | 0.3% | -1.7% | 3.1% | 1.9 | 56 | i | 56 | 4%
Cc1cccc2cc(CN(Cc3cccs3)S(=O)(=O)c3ccc4c(c3)OCCO4)c(=O)[nH]c12 | -1% | -8% | 4% | -0.2% | 0.2% | 2.2% | 3.5 | 38 | i | 46 | -4%
CCC1SC2=NC(C)=C(C(=O)OCC(C)C)C(/C=C/c3ccccc3OC)N2C1=O (centres undefined) | -15% | -1% | -6% | 0.2% | -0.9% | 0.9% | 5.2 | 85 | i | 30 | -15%
Cc1ccc2cc(C)c(SCC(=O)NCC3CCCO3)nc2c1 (centres undefined) | 6% | 5% | 6% | -0.3% | -0.3% | -2.6% | -1.6 | 57 | i | 24 | 51%
COC(=O)c1ccccc1NC(=O)CSc1nc2c(c(=O)[nH]1)CCC2 | -8% | -7% | -1% | -0.1% | 2.3% | -5.9% | -1.7 | 57 | i | 8 | 2%
CC(C)c1ccccc1NC(=O)COC(=O)CCN1C(=O)/C(=C\C=C\c2ccccc2)SC1=S | -1% | 16% | 6% | -0.2% | -0.5% | -6.2% | 0.8 | 87 | i | 49 | 12%
O=C(CSc1nnc(CNC(=O)c2ccccc2)o1)NCc1ccccc1Cl | -8% | 35% | 3% | 0.0% | -0.6% | -0.3% | 0.8 | 67 | i | 20 | 17%
O=C(COC(=O)c1ccc2ccccc2n1)NCc1ccccc1 | -6% | -17% | -11% | 0.3% | -0.3% | 7.6% | -2.2 | 47 | i | 20 | -20%
COc1ccc(C(=O)n2ncc(C#N)c2N)cc1 | -1% | 19% | -8% | -0.1% | 0.3% | -3.8% | x | x | x | x | 16%
CCO[C@@H]1OC(C(=O)NCc2nc3ccccc3[nH]2)=C[C@H](c2ccccc2)[C@H]1CCCO | -11% | -12% | -8% | -0.1% | 0.4% | -3.4% | -0.3 | 88 | i | 15 | -5%
CC1CCN(C(=O)COC(=O)c2ccc3c(c2)OCO3)CC1 | 0% | -32% | 3% | -0.2% | -0.2% | 0.9% | 0.2 | 57 | i | 37 | 2%
O=C(Cc1ccc(Cl)c(Cl)c1)NNC(=S)NCC1CCCO1 (centres undefined) | -5% | -3% | 2% | 0.2% | -0.8% | 0.6% | -0.2 | 63 | i | 14 | -12%
O=C(O)[C@H](Cc1ccccc1)NC(=O)N1CCN(c2ccccc2)CC1 | -12% | 6% | 2% | 0.4% | -0.3% | -1.7% | 1.7 | 56 | i | 10 | -5%
CCOC(=O)c1sc(Nc2nc(C)cc(OC)n2)nc1C | 6% | -41%[20 µM] | 3% | -0.1% | -0.4% | x | 3.8 | 31 | i | 28 | 11%
Cc1[nH]c2ccccc2c1SCC(=O)N1CCN(c2ccccc2)CC1 | 1% | 29% | 9% | 0.9% | 0.3% | -1.6% | -0.6 | 42 | i | 30 | -6%
CCOc1ccc(C(=O)NC2CCN(S(=O)(=O)c3ccccc3)CC2)cc1 | 2% | -18% | 11% | 0.9% | 1.0% | 3.3% | 1.9 | 62 | i | 47 | -14%
O=C1CSC(c2ccccn2)N1c1ccccc1F (centres undefined) | 5% | -4% | 11% | -0.7% | 0.0% | 3.4% | -0.5 | 60 | i | 37 | 6%
O=C(CNC(=O)c1ccc(Br)o1)NCc1ccc(F)cc1 | 2% | -6% | -10% | -0.2% | -0.3% | 3.5% | 0.6 | 55 | i | 71 | -5%
O=C(CCN1CCCCCC1)Nc1cccc(F)c1 | 9% | -15% | -7% | -0.1% | -0.1% | -0.1% | -1.3 | 51 | i | 41 | 14%
COC(=O)Cc1[nH]c(=O)[nH]c1C(=O)OC | -4% | 5% | -1% | 0.4% | 0.2% | 3.7% | -1.4 | 59 | i | 30 | -3%
O=C(Nc1cccc(Cl)c1Cl)c1ccccc1OCC(=O)N1CCOCC1 | 6% | 14% | -13% | -0.1% | -0.7% | 0.4% | -0.7 | 76 | i | 20 | 10%
Cc1ccc2c(C)nc(Nc3nc(CSc4nnnn4-c4ccccc4)cc(=O)[nH]3)nc2c1 | 5% | 11% | 7% | -0.1% | x | -4.2% | 7.0 | 69 | x | x | 7%
Cc1ccccc1CC(=O)N1CC(C)OC(C)C1 (centres undefined) | -3% | 16% | -7% | -0.2% | -0.3% | -3.5% | -0.6 | 55 | i | 58 | 9%
CC(C)CC(=O)Nc1ccc(N2CCN(S(C)(=O)=O)CC2)cc1 | 11% | 12% | -7% | -0.4% | -0.4% | 7.3% | -0.3 | 43 | i | 2 | 4%
COc1ccccc1OCC(=O)NNC(=O)C(=O)N1CCCC1 | -5% | 26% | 7% | 0.5% | -0.1% | 0.3% | 1.3 | 74 | i | 9 | -2%
CC(C)c1ccc2oc(-c3ccc(NC(=O)c4ncn[nH]4)cc3)nc2c1 | 1% | 36% | -5% | 0.3% | 1.9% | -2.8% | 1.6 | 58 | i | 48 | -6%
CCCCN1CC(C(=O)NC2CCCCC2)CC1=O (centres undefined) | -8% | -38% | 10% | 0.1% | 0.3% | 9.3% | 0.2 | 43 | i | 11 | -18%
CC(C)C[C@H](NC(=O)C1(c2ccccc2)CCN(C(=O)[C@H]2CSCN2C(=O)OC(C)(C)C)CC1)C(=O)O | 10% | 2% | -2% | -0.2% | -0.3% | -1.4% | 5.2 | 59 | i | 4 | 2%
Cc1cccc(NC(=S)NC2CC3CCCC(C2)N3Cc2ccco2)c1 (centres undefined) | 0% | 6%[20 µM] | 7% | 0.2% | -1.5% | x | -0.9 | 35 | i | 47 | 16%
CCn1c2ccccc2c2nnc(SCCN3CCOCC3)nc21 | -6% | -12%[20 µM] | 4% | -0.2% | 0.8% | 2.6% | 1.8 | 61 | i | 38 | -3%
Cc1c(/C=C2\NC(=O)NC2=O)c2ccccc2n1C | -4% | -12%[20 µM] | -12% | -0.3% | -1.0% | -1.9% | -0.2 | 52 | i | 61 | -3%
Cc1nc(C)n(CC(C)C(=O)N2CCN(S(=O)(=O)c3ccccc3)CC2)n1 (centres undefined) | 4% | 2% | 13% | 0.3% | 0.0% | 4.3% | -0.7 | 55 | i | 43 | -4%
Cc1cc(C)c2c(N)c(C(=O)C(C)(C)C)sc2n1 | -7% | -3% | -9% | -0.1% | -0.5% | -1.9% | 0.6 | 73 | i | 60 | 4%
Cn1c(N)c(C(=O)c2cc(-c3ccccc3)nc3ccccc23)c(=O)n(C)c1=O | -11% | -74% | 5% | -0.1% | -0.2% | 3.7% | -0.9 | 47 | i | 44 | 43%
O=C(CN1CCC2(CC1)OCCO2)c1c[nH]c2ccccc12 | 20% | 6% | 12% | 0.2% | 0.2% | -5.8% | 2.2 | 40 | i | 28 | -4%
CCOCC(=O)Nc1cccc(-c2nc3cccnc3s2)c1C | -5% | 0% | 4% | -0.1% | -0.1% | -3.8% | -1.4 | 67 | i | 10 | 8%
Cn1c(SCC(=O)NNC(=O)Nc2ccccc2)nnc1-c1ccccc1 | -8% | 16% | 2% | 0.2% | -0.1% | 2.9% | 0.0 | 41 | i | 40 | 2%
Cc1ccccc1N1CCN(C2CCCN(C(=O)CCC(=O)N(C)C)C2)CC1 (centres undefined) | 6% | -22% | 2% | 0.2% | -0.7% | 8.1% | 0.7 | 59 | i | 54 | -6%
CCN(CC)CCCNc1cc(C)nc2cc(-c3cccs3)nn12 | -2% | -36%[20 µM] | 12% | -0.1% | 0.0% | x | -0.1 | 38 | i | 30 | 10%
CC(C)c1ccc(NC(=S)NC2CC3C=CC2C3)cc1 (centres undefined) | 2% | -3% | 6% | 0.0% | -0.3% | 2.8% | 0.5 | 50 | i | 28 | -8%
CCCCOC(=O)Nc1ccc(N2CCCCC2)cc1 | -9% | 7% | -11% | 0.2% | -0.6% | -6.6% | -2.3 | 65 | i | 20 | -4%

High-throughput results deposited in PubChem by several laboratories.
